RAD54 inh = inhibitors of human RAD54 branch migration, primary screen, biochemical, fluorescence, single point; 360,000 compounds, 0.14% hits; RAD54 Holliday junction branch migration, FAM/BHQ fluorescence; AID 602329, 2012; DNA repair and recombination protein RAD54-like (Homo sapiens), Q92698; inhibition, % at 10.4 µM;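 active = mean normalized replicate activity at least 40 and at least half of replicates scoring 40 or more; inconclusive = only one of the two criteria met; inactive = mean below 40 and under half of replicates reaching 40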;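 also: 0% = median of neutral control wells and 100% = median of positive control wells; inhibitors cause a drop in the FAM fluorescence signal; in these data hits start at about 50%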
PglD DTNB = C. jejuni PglD acetyltransferase inhibitors, primary screen, biochemical, DTNB colorimetric, single point. 360,000 compounds, 0.098% hits. inhibition, % at 12.5 µM. AID 602405, 2012. purified PglD enzyme, DTNB colorimetric CoA detection; in the data active = inhibition above about 16%, passing the limit was not always enough; inconclusive = no clear call, values can overlap the other calls; also: strong numbers were not always called active
Cneo AK release = Cryptococcus neoformans cell lysis inducers, primary screen, AK release luminescence, single concentration; C. neoformans lysis, adenylate kinase release luminescence, 4 h; normalised: neutral wells 0, clomiphene wells 100; lysis activity, % at 15 µM; 360,000 compounds, 0.2% hits; AID 651654, 2012;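 active = mean lysis activity across replicates of at least 80%, whatever share of replicates individually reach that level; inactive = mean lysis activity below 80%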
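Test system: log-phase Cryptococcus neoformans yeast cells; Quantity: yeast cell density of 5 × 10^6 cells/mL; Buffer or medium: YPD; Doses: single compound concentration per well; Timing: 4 h at 37 °C static, read 1 h later; Measured by: AK luminescence; Read-out basis: lysis from increased AK signal; Control set: Clomiphene as positive control.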
PGC1a acetyl inh = inhibitors of PGC1a acetylation signal, primary screen, cell-based, U2OS, AlphaScreen, inhibitor mode | AlphaScreen anti-acetyl-lysine; with virally co-expressed GCN5 acetyltransferase | inhibition, % at 15.6 µM | 350,000 compounds, 0.17% hits | AID 651687, 2012;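 active = every replicate shows inhibition of at least 40%; inconclusive = mean inhibition at least 40% but some replicate below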;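 also: 0% = neutral control wells and 100% = positive control wells; some results beyond the cut were filed as inactive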
ERAP1 HTS inh = human ERAP1 aminopeptidase inhibitors, primary screen, biochemical, single point, plate reader; 340,000 compounds, 0.15% hits; inhibition, % at 10.7 µM; recombinant ERAP1, Leu-AMC fluorescence, 60 min; Endoplasmic reticulum aminopeptidase 1 (Homo sapiens), Q9NZ08; AID 652197, 2013;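 active = mean replicate inhibition of at least 30%, or all replicates individually reaching that 30% level; inactive = mean below 30% and not every replicate reaching it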;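 also: 0% = neutral control wells and 100% = L-leucinethiol positive control wells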
Target sequence (Q9NZ08 whole entry, looked up): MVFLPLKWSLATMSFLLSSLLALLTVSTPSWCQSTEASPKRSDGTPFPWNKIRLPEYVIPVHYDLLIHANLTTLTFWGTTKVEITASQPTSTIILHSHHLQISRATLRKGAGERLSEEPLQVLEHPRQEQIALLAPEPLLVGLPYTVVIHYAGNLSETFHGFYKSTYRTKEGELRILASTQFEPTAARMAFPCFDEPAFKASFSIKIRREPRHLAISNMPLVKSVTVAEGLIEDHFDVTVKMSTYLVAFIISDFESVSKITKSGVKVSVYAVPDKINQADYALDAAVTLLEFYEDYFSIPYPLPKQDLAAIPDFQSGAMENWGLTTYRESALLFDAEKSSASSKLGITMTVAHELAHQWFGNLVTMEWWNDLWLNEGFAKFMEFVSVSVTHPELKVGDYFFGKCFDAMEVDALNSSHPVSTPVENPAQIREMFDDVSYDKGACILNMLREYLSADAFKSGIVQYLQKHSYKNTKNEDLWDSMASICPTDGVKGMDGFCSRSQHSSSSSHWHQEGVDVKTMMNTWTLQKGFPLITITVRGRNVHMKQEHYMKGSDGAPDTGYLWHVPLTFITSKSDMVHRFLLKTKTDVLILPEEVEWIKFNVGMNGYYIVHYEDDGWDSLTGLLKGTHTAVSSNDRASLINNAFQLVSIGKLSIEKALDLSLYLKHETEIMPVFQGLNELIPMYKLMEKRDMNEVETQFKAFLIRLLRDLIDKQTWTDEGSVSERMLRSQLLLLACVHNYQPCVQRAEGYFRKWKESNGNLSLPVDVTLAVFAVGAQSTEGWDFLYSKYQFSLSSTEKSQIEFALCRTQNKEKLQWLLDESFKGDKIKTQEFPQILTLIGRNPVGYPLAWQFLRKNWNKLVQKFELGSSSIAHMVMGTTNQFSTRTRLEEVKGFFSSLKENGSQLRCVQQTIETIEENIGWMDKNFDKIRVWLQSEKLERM
E-sel inducer = E-selectin induction in HUVECs, primary screen, imaging, HUVEC, immunofluorescence imaging, single point; normalized: neutral wells 0, TNF-alpha wells 100; activation, % at 7.58 µM; P16581; 260,000 compounds, 0.37% hits;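 active = mean E-selectin-positive cell signal at least 10% of the positive control, reached in at least 60% of replicates, without over 20% cell loss; inconclusive = no rule given, readout overlaps actives, possibly toxicity-flagged; inactive = the rest, including those meeting only one limit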;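 also: in these data hits start at about 27%; measured in HUVEC primary endothelial cells; signal is the percent of cells scored E-selectin positive by PE staining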
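Read-out: % PE-positive cells | Test system: HUVEC | Doses: One compound dose added by pin transfer | Buffer or medium: EGM-2 over gelatin coat | Signal: Immunofluorescence imaging | Benchmarks: TNF-alpha, DMSO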
RAD52 anneal inh = RAD52 DNA annealing inhibitors, primary screen, biochemical, FRET, single point, set 2; DNA repair protein RAD52 homolog (Homo sapiens), P43351; recombinant RAD52 DNA annealing, FRET fluorescence; inhibition, % at 18.7 µM; 360,000 compounds, 0.46% hits; AID 651710, 2012;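 active = every replicate showing at least 50% inhibition; inconclusive = mean inhibition at least 50% but not in every replicate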
miR-122 sensor = miR-122 Renilla sensor signal increase in Huh7, primary screen, miR-122 inhibitor project, cell-based, single point, plate reader; Huh7 miR-122 Renilla luciferase sensor, 48 h; neutral wells = 0, positive control = 100; activation (reporter increase), % at 12.5 µM; 340,000 compounds, 0.3% hits; AID 602342, 2012;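 active = mean replicate activation score at least 90 and every replicate individually at or above 90; inconclusive = only one of the two criteria met; inactive = neither criterion met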;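 also: higher luciferase means less miR-122 activity so hits act as miR-122 inhibitors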
An asterisk follows results filed as active; ? = inconclusive; / = no result given; & = joins results of further samples; [ ] = another dose, or the depositor's remark. This is a random part of the collection, and some 1.4% of all compounds hit somewhere here.

SMILES	RAD54 inh	PglD DTNB	Cneo AK release	PGC1a acetyl inh	ERAP1 HTS inh	E-sel inducer	RAD52 anneal inh	miR-122 sensor
CO[C@@H](CN(C)C(=O)c1cnccn1)[C@@H](C)CN([C@@H](C)CO)S(=O)(=O)c1ccc(Cl)cc1	-18	2	2	-8	0	0.1	-9	/
CC1(C)Cc2c(sc3nc(SCC(=O)NCc4ccccc4)n(-c4ccccc4)c(=O)c23)CS1	6	-1	-2	-2	/	/	/	-7
COc1ccc(S(=O)(=O)N(C)C[C@@H]2Oc3ccc(NC(=O)c4ccncc4)cc3C(=O)N([C@H](C)CO)C[C@H]2C)cc1	-9	0	33	-1	-2	28*	-5	-9[16.7 µM]
O=c1[nH]cc(F)c(=O)[nH]1	-15&-3	-9&1	-3&0	5	0	0.2	-9	11
Cc1ccc2oc(=O)n(Cc3ccc(OC(C)C)cc3)c2c1	4	-1	1	/	-2	/	-9	/
CCN(CC)C(=O)c1csc(COCCO)n1	6	1	-1	12	1	-0.7	7	1
C=CCN1C(=O)C(CC(=O)Nc2ccccc2)SC1=Nc1c(C)n(C)n(-c2ccccc2)c1=O (stereo not given)	7	-1	1	-24	/	/	/	-4
Cc1cccc(C(=O)Nc2ccc3c(c2)ncn3C)c1	-4	-2	-3	-1	-3	0.0	-1	12
O=C(Nc1ccccc1F)c1ccc2c(c1)OCO2	-7	0	-1	5	-1	/	11	-3
CN(C)C(=O)c1cccc(-c2ccc3c(c2)[C@@H]2[C@@H](CCN2C(=O)c2ccncc2)[C@H](CO)N3C)c1	-4	-5	-4	0	-1	-0.5	-7	1[16.7 µM]
CC(OC(=O)c1ccc(S(=O)(=O)N(C)C)cc1)C(=O)Nc1ccc(Cl)cn1 (stereo not given)	0	5	0	-6	-8	1.0	-7	-4
CCOC(=O)CNC(=O)CSc1ncccc1-c1nc2ccccc2[nH]1	0	-3	0	9	1	/	0	30
CC(=O)Nc1ccc(S(=O)(=O)NCCC(=O)OCc2ccc([N+](=O)[O-])cc2)cc1	-9	-2	-1	/	4	1.8	-22	/
OCCOCCNc1ncnc2c1cnn2-c1ccccc1	5	0	-9	-3	/	/	/	-1
CC(Sc1nnc(COc2ccc(Cl)cc2)o1)C(=O)Nc1ccc(N2CCOCC2)cc1 (stereo not given)	0	-3	0	-19	0	-0.3	-3	-1
O=C(CSc1nnc(CNc2ccc(F)cc2)o1)N1c2ccccc2Sc2ccccc21	-10	-6	33	2	/	/	/	-7
CSc1nc(Oc2ccccc2)c2sccc2n1	6	-5	2	-8	/	/	/	-6
CC1=NN(C(N)=S)C(=O)C1N=Nc1c(Cl)cc([N+](=O)[O-])cc1Cl (stereo not given)	0	-5	0	-1	3	/	-25	-7
CC(C)NC(=O)N(C)C[C@H]1Oc2ccc(N(C)C)cc2CC(=O)N([C@H](C)CO)C[C@H]1C	-3	-7	0	5	2	/	-4	-9[16.7 µM]
Cc1noc(C)c1NC(=O)Nc1cccc2c1O[C@H](CN(C)S(C)(=O)=O)[C@H](C)CN([C@H](C)CO)C2=O	-4	-1	-3	-2	-1	-1.3	3	4[16.7 µM]
COc1ccc(-c2ccc3c(c2)[C@H]2[C@H](CCN2S(=O)(=O)c2ccccc2F)[C@H](CO)N3)cc1	-18	-2	-8	5	/	-0.7	/	-8[16.7 µM]
CC12CCC(=O)N1C(C(=O)NCc1ccccc1F)CS2 (stereo not given)	-7	3	1	/	0	/	-17	/
CCc1ccc(S(=O)(=O)Nc2c(NC3CCCCC3)c3ccccc3oc2=O)cc1	-9	1	0	-8	/	/	/	9
COc1ccc(CCNC(=O)CNC(=O)N2CC(=O)Nc3ccccc32)cc1OC	-6	2	1	-1	-3	0.0	-10	0
CN1CCN(C(=O)C[C@H]2CC[C@H]3[C@@H](COC[C@H](O)CN3Cc3ccc(Oc4ccccc4)cc3)O2)CC1	-17	0	1	-3	1	0.1	27	-8[16.7 µM]
Cc1cc(C)c(C(=O)NC2CC(C)(C)Cc3c2cnn3-c2ccccc2)o1 (stereo not given)	7	3	0	2	3	/	-6	4
CCOc1ccc2ccccc2c1CNCCc1ccc(S(N)(=O)=O)cc1	6	5	0	1	-3	/	-6	-6
Cc1ccc(-c2csc(N3CCN(c4cc5c(cc4Cl)nc(-c4ccncc4)n5CCN4CCCCC4)CC3)n2)cc1	0	10	4	-8	0	3.6	-17	4
Cc1cc(NC(=O)c2sccc2C)n(-c2nc3ccccc3[nH]2)n1	-2	2	-7	-19	9	/	-64	-3
COc1ccc2nc(NCc3ccccc3)[nH]c2c1	6	1	-3	-9	/	/	/	-2
COc1ccc(CC(NC(C)=O)C(=O)NC2CCN(C(=O)NCc3ccccc3)CC2)cc1 (stereo not given)	1	-5	1	13	2	/	-3	/
O=C(NCCN1CCN(c2cccc(Cl)c2)CC1)Nc1ccccc1	10	6	1	-5	1	0.1	-19	-5
CC(=O)N1CC[n+]2c(-c3ccc([N+](=O)[O-])cc3)csc21	-10	-2	2	-8	2	/	-7	-3
O=C(c1cccc(S(=O)(=O)N2CCCCCC2)c1)N1CCN(Cc2ccccc2)CC1	-4	-1	-1	12	6	/	-4	-5
O=C(O)Cn1cc(C(=O)C(F)(F)F)c2ccccc21	-3	10	8	?	-1	49*	-3	2
COc1cc(OC)c(OC)cc1CNC(=O)c1cc(S(=O)(=O)N(C)c2ccccc2OC)ccc1C	1	2	-1	-10	1	-0.1	-7	-6
COc1cccc(NC(=O)CN(C)C(=O)C(Sc2ccccc2)c2ccccc2)c1 (stereo not given)	13	1	-2	/	0	21	1	8
CC(C)(C)SCCNS(=O)(=O)c1ccccc1	-4	1	0	-4	0	/	-7	3
CC(=O)c1cccc(-n2c(CCC(=O)O)ccc2-c2cccs2)c1	4	-1	-3	1	7	/	-43	3
C=CCC1(CC=C)CCCN1C(=O)c1cc(COc2ccc(C)nc2)on1	5	2	-1	/	4	2.1	-13	/
COC(=O)C1=C(N)Oc2c(oc(CO)cc2=O)C1c1ccc(F)cc1 (stereo not given)	5	-5	3	3	/	/	-21	-9
CCOC(=O)C(C(=O)Nc1ccccc1)C1CCCCC1 (stereo not given)	2	4	-1	0	/	/	/	12
CCOc1ccccc1N1CC(C(=O)Nc2cc(S(=O)(=O)N3CCOCC3)ccc2OC(C)C)CC1=O (stereo not given)	-6	-2	0	1	7	0.5	-5	-4
CCCNC(=O)CSc1nnc(C)s1	-5	0	4	8	/	/	/	-4
CC1CCC2(CC1)NC(=O)N(CC(=O)Nc1cccnc1Cl)C2=O (stereo not given)	-11	-4	1	2	3	-0.3	-12	-4
CCOC(=O)N1CCN(C(=O)CSc2nc(=O)n3cccc(C)c3n2)CC1	4	2	1	/	-5	/	-2	/
CC(=O)Oc1ccccc1C1OCCN1C(C)=O (stereo not given)	6	-4	2	4	/	/	/	-9
COc1ccc(/C=N/Nc2ncc(C(F)(F)F)cc2Cl)c(OC)c1OC	-4	-6	-1	0	/	/	/	-2
Cc1ccc(SCc2nc(N)nc(Nc3ccccc3C)n2)c(C)c1	/	/	/	4	-2	/	-8	1
COc1ccc(C2(c3ccc(OC)cc3)NC(=O)NC2=O)cc1	18	-4	-1	2	0	/	-8	-4
COC(=O)CCC(=O)Nc1ccc(OC)cc1	-1	3	-1	4	/	/	/	-3
COc1cc2c(cc1Cl)/C(=C\CCN(C)C)c1ccccc1S2	17	5	6	-10	/	/	/	5
C[C@H]1CN([C@@H](C)CO)C(=O)Cc2cc(NC(=O)Cc3cn(C)c4ccccc34)ccc2O[C@H]1CN(C)S(=O)(=O)c1cccs1	-1	-1	0	-9	0	-0.2	-7	-2[16.7 µM]
O=C(CCC(=O)n1ncc2ccccc21)N1CCCCC1	-1	4	0	19	1	0.0	4	-4
[2H]c1c([2H])c([2H])c(C(=O)c2sc(N3CCCCCC3)nc2-c2ccccc2)c([2H])c1[2H]	-7	4	-1	-12	/	/	/	3
CN1C(=O)c2cc(NC(=O)Nc3cccc(C#N)c3)ccc2OC[C@H]2O[C@@H](CC(=O)Nc3ccc4c(c3)CCC4)CC[C@@H]21	13	1	-3	/	-2	0.0	10	/
Cc1ccccc1NS(=O)(=O)c1cc2c3c(c1)CC(=O)N3CCC2	3	-2	8	3	1	/	-3	-5
C[C@H](CO)N1C[C@H](C)[C@H](CN(C)C(=O)Cc2ccccc2)OCCCC[C@H](C)Oc2ccc(NS(=O)(=O)c3ccc(F)cc3)cc2C1=O	0	-1	-4	8	/	0.4	/	-14[16.7 µM]
CC(=O)c1ccccc1NC(=O)CSCc1nc2sc(C)c(C)c2c(=O)[nH]1	7	3	0	7	1	-0.1	-40	-4
CSc1ccc(-c2c(C#N)c(N)nc3c2c(C)nn3-c2ccccc2)cc1	-18	0	-8	3	/	/	/	5

Grouped by structure, those above containing a CF3 group
SMILES	RAD54 inh	PglD DTNB	Cneo AK release	PGC1a acetyl inh	ERAP1 HTS inh	E-sel inducer	RAD52 anneal inh	miR-122 sensor
O=C(O)Cn1cc(C(=O)C(F)(F)F)c2ccccc21	-3	10	8	?	-1	49*	-3	2
COc1ccc(/C=N/Nc2ncc(C(F)(F)F)cc2Cl)c(OC)c1OC	-4	-6	-1	0	/	/	/	-2

Next records:
SMILES	RAD54 inh	PglD DTNB	Cneo AK release	PGC1a acetyl inh	ERAP1 HTS inh	E-sel inducer	RAD52 anneal inh	miR-122 sensor
COC(=O)c1ccc(CNC(=O)/C=C/c2cc([N+](=O)[O-])ccc2OC(F)F)cc1	-5	-3	0	-6	/	/	/	-3
COC(=O)c1ccc2nc(-c3ccc(S(C)(=O)=O)cc3)cn2c1	0	-4	5	-2	-2	1.4	1	0
CCN(C(=O)CSc1nc2ccccc2o1)C1CCS(=O)(=O)C1 (stereo not given)	6	-7	0	6	5	/	-6	-4
CC1CN(C(=S)Nc2ccc(F)cc2F)CC(C)O1 (stereo not given)	-2	2	12	/	0	2.3	-15	/
CCCOc1ccc(/C=C/C(=O)OCC(=O)N(C)c2c(N)n(Cc3ccccc3)c(=O)[nH]c2=O)cc1OCC	-1	-2	1	-2	-1	-0.1	-5	/
C[C@H](NC(=O)C[C@@H]1C=C[C@H](NS(=O)(=O)c2cccc(F)c2)[C@@H](CO)O1)c1ccccc1	0	0	0	-7	-1	0.7	4	3[16.7 µM]

Filtered by structure: those above containing a COOH group
SMILES	RAD54 inh	PglD DTNB	Cneo AK release	PGC1a acetyl inh	ERAP1 HTS inh	E-sel inducer	RAD52 anneal inh	miR-122 sensor
O=C(O)Cn1cc(C(=O)C(F)(F)F)c2ccccc21	-3	10	8	?	-1	49*	-3	2
CC(=O)c1cccc(-n2c(CCC(=O)O)ccc2-c2cccs2)c1	4	-1	-3	1	7	/	-43	3

Screening data deposited in PubChem BioAssay by Broad Institute.
